b-catenin transl = modulators of beta-catenin nuclear translocation, primary screen, imaging, HeLa cells, immunofluorescence, high-content; AID 1665, 2009; nuclear translocation activity, % at 5 µM; 190,000 compounds, 0.3% hits;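 active = nuclear translocation activity above 50% at 5 µM, with a well cell count of 50 or more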;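 note: per-cell ratio of nuclear to cytoplasmic median beta-catenin stain intensity; plate controls were DMSO negative control for no effect and GSK-3 inhibitor IX positive control for full effect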
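Test system: human HeLa cells, native beta-catenin. Compound dosing: 5 µM primary single dose, 0.1% DMSO, 0.02–20 µM confirmation series. Incubation: compound exposure 24 h at 37°C. Detection: beta-catenin immunostaining with DAPI counterstain, 20x imaging, 6 fields/well. Read-out basis: Nuclear/cytoplasmic beta-catenin signal ratio, % activation.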
Yfh1-depleted yeast = enhancers of respiration in Yfh1-depleted yeast, dose response, Friedreich's ataxia, plus single-dose screen (AID 1465). S. cerevisiae Yfh1-off respiration, WST-1 reduction, 72 h; higher fold induction means a stronger effect. 220,000 compounds, 0.074% hits. fold induction at 50 µM; hits with a dose series show EC50 in µM;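 active = fold induction of absorbance versus untreated yeast above a set limit, then at least 30% activation at any dose in follow-up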;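 note: activators that raise dye reduction in frataxin-depleted yeast; strong numbers were not always called active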
MT stabilizer = microtubule stabilizers in HeLa cells, primary screen, imaging, high-content imaging; HeLa tubulin immunostaining HCS, 24 h; share of cells brighter than vehicle mean+2SD; % tubulin-high responders, % at 10 µM; 200,000 compounds, 0.83% hits; AID 2205, 2009;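 active = plate Z-score above 3 for both tubulin-high and condensed-nucleus cell shares, with cell loss under 80%, at 10 µM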;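 note: anti alpha tubulin signal scored within the nucleus-defined area of each cell; some results filed as inactive read as strong as hits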
Dynein transport = inhibitors of GR-EGFP nuclear translocation, primary screen, dynein cargo transport inhibitor project, imaging, high-content, 3617.4 mouse cells; z-score, hits read low; test concentration mostly 20 µM; stimulated with dexamethasone, 1 µM; stronger effect = lower value; 220,000 compounds, 0.47% hits;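 active = plate z-score of nuclear minus cytoplasmic receptor signal below a set negative limit, without overly bright fluorescence or cell loss, cut at about -3.5 in these data, passing the limit was not always enough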;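 note: z-score of nuclear minus cytoplasmic ring GR-EGFP intensity difference per well; some compounds called inactive have numbers as strong as hits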
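Buffer or medium – tet-free medium with charcoal-stripped serum · Signal – automated 10x imaging of fixed Hoechst-stained cells · Also added – dexamethasone agonist, 1.0 µM final, for 30 min · Incubation – induction 48 h, compound 1 h, agonist 30 min · Read-out – GR-EGFP nuclear translocation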
T cell modulator = modulators of CD8 T cell-vesicle binding, primary screen, mouse 2C CD8+ T cells, flow cytometry; 2C CD8+ T cell-vesicle binding; stronger effect = lower value; calls only at 7 µM; 330,000 compounds, 0.068% hits;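 active = response, share of CD8 T cells binding vesicles, and their 90th percentile fluorescence all below set limits, cut at about 80% in these data, passing the limit was not always enough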
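Material: 2C TCR transgenic mouse naive CD8+ T cells, MACS-purified. Also added: QL9-charged Drosophila Ld/ICAM-1/B7-1 vesicles. Timing: binding 1.5 h at 37 °C. Measured by: high-throughput flow cytometry with anti-B7-1 and anti-CD8 staining. Read-out: percent CD8+ FL2 mean versus row control. Controls: Unloaded micro-vesicles (low), QL9 vesicles with 0.7% DMSO (high).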
P. falciparum M1AAP = P. falciparum M1AAP inhibitors, biochemical, fluorogenic H-Leu-NHMec substrate, 1536-well (AID 1445). recombinant M1AAP, H-Leu-NHMec fluorogenic kinetic assay; higher % means a stronger effect. one-dose inhibition, % at 30 µM; IC50 in µM for titrated hits. 220,000 compounds, 0.42% hits. Aminopeptidase N (Plasmodium falciparum (isolate 3D7));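 active = primary inhibition above the hit cutoff, then over 50% inhibition at one or more dose response concentrations, cut at about 23% in these data, passing the limit was not always enough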;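 note: plate controls were DMSO full reaction for no effect and no enzyme background for full effect; strong numbers were not always called active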
P. falciparum M17LAP = P. falciparum M17LAP inhibitors, primary screen, biochemical, fluorogenic H-Leu-NHMec substrate, 1536-well (AID 1619); one-dose inhibition, % at 30 µM; IC50 in µM for titrated hits; recombinant M17LAP, H-Leu-NHMec fluorogenic kinetic assay; higher % means a stronger effect; 220,000 compounds, 0.38% hits; Leucine aminopeptidase (Plasmodium falciparum (isolate 3D7));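 active = compound inhibiting the enzyme by more than half at any dose during confirmatory dose-response retesting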;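 note: plate controls were full reaction with DMSO carrier for no effect and no enzyme background for full effect; strong numbers were not always called active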
WT yeast gro inh = growth inhibition of WT strain, primary screen, mitochondrial fusion inhibitor project, WT and mutant strains, chemical genetic; mitochondrial fusion phenotypic screen; 190,000 compounds, 2.1% hits; inhibition, % at 10 µM; in the data active = inhibition above about 58%; tested in S. cerevisiae
Autophagy mod = autophagy modulators in MEF cells, primary screen, imaging, high-content, MEF GFP-LC3; MEF GFP-LC3 puncta imaging; test concentration mostly 10 µM; calls only at 10 µM (by protocol); 190,000 compounds, 0.98% hits; AID 463193, 2010;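 active = percentage of spot-positive cells more than 3 SD above its plate mean, without a fluorescence outlier flag or 80% toxicity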;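 note: spot-positive cell cutoff set from DMSO-treated cells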
WT yeast gro inh mutant strain = recorded beside WT yeast gro inh, whose call it bears; inhibition, %; mitochondrial fusion phenotypic screen, mutant strain inhibition
Dynein transport cytoplasmic EGFP = recorded beside Dynein transport, whose call it bears; z-score; measured here: cytoplasmic GR-EGFP intensity; stronger effect = higher value
Dynein transport nuclear GR-EGFP = recorded beside Dynein transport, whose call it bears; z-score; measured here: nuclear GR-EGFP intensity;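 lower value marks the stronger effect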
Dynein transport cell count = recorded beside Dynein transport, whose call it bears; z-score; measured here: cell count per field
b-catenin transl cell count 5 µM = second read-out of b-catenin transl, no call of its own (marks repeat the call); cell count; measured here: cell count, cytotoxicity flag
T cell modulator vesicle-bound % = further read-out of T cell modulator, marked with its call; double positive events, %; measured here: CD8+ vesicle-bound cell fraction;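 binding gate set so that unloaded-vesicle control wells show 10% double positive cells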
MT stabilizer Hoechst-high % = further read-out of MT stabilizer, marked with its call; % Hoechst-high responders; measured here: nuclear condensation Hoechst responders;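 share of cells brighter than vehicle mean plus two SD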
MT stabilizer cytotoxicity % = further read-out of MT stabilizer, marked with its call; toxicity, %; measured here: cytotoxicity by cell density;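 0% = mean cell density of plate MIN control wells and 100% = no cells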
Autophagy mod cell loss 18 h = second read-out of Autophagy mod, no call of its own (marks repeat the call); toxicity, %; measured here: cell loss, nuclei count;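 cell loss after 18 h compound exposure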
* marks the source's active call; other numbers are inactive results.

Screening O=C(Nc1cnc2ccccc2c1)c1ccncc1 returned Yfh1-depleted yeast inactive, MT stabilizer 2.1, Dynein transport -0.62, T cell modulator inactive, P. falciparum M1AAP 0%, P. falciparum M17LAP 1%, WT yeast gro inh 10, Autophagy mod inactive, WT yeast gro inh mutant strain -6, Dynein transport cytoplasmic EGFP -0.29, Dynein transport nuclear GR-EGFP -0.23, Dynein transport cell count 0.53, T cell modulator vesicle-bound % 34, MT stabilizer Hoechst-high % 2.4, MT stabilizer cytotoxicity % 3.2 and Autophagy mod cell loss 18 h -1.
`CCN(CC)S(=O)(=O)c1ccc(OC)c(NC(=O)c2cc3c(=O)n4ccccc4nc3s2)c1` gave b-catenin transl -0.2, Yfh1-depleted yeast inactive, MT stabilizer 5.4, Dynein transport 0.79, T cell modulator inactive, P. falciparum M1AAP -4%, P. falciparum M17LAP -4%, WT yeast gro inh 0, Autophagy mod inactive, WT yeast gro inh mutant strain -2, Dynein transport cytoplasmic EGFP -0.19, Dynein transport nuclear GR-EGFP 1, Dynein transport cell count -2.4, b-catenin transl cell count 5 µM 1245, T cell modulator vesicle-bound % 41, MT stabilizer Hoechst-high % 2.4, MT stabilizer cytotoxicity % 7.9 and Autophagy mod cell loss 18 h 11.
`COc1ccc(Cn2nnnc2C(c2cc3cc(C)cc(C)c3[nH]c2=O)N2CCOCC2)cc1` (stereo unspecified) gave Yfh1-depleted yeast inactive, MT stabilizer 3.4, Dynein transport 1.1, T cell modulator inactive, P. falciparum M1AAP 1%, P. falciparum M17LAP 3%, WT yeast gro inh -1, Autophagy mod inactive, WT yeast gro inh mutant strain 8, Dynein transport cytoplasmic EGFP -0.25, Dynein transport nuclear GR-EGFP 0.79, Dynein transport cell count -0.85, T cell modulator vesicle-bound % 30, MT stabilizer Hoechst-high % 0.9, MT stabilizer cytotoxicity % 3.0 and Autophagy mod cell loss 18 h 0.
For Cc1cccnc1NC(=O)c1ccc([N+](=O)[O-])o1 the results were b-catenin transl 2.4, Yfh1-depleted yeast inactive, MT stabilizer 6.0, Dynein transport -0.45, T cell modulator inactive, P. falciparum M1AAP 1%, P. falciparum M17LAP 5%, WT yeast gro inh -4, Autophagy mod inactive, WT yeast gro inh mutant strain 3, Dynein transport cytoplasmic EGFP -0.25, Dynein transport nuclear GR-EGFP 0.058, Dynein transport cell count 0.21, b-catenin transl cell count 5 µM 1096, T cell modulator vesicle-bound % 14, MT stabilizer Hoechst-high % 3.5, MT stabilizer cytotoxicity % 6.6 and Autophagy mod cell loss 18 h 31.
`COC(=O)C1(C(=O)OC)NOC2C(=O)N(c3ccc(Cl)cc3Cl)C(=O)C21` (stereo unspecified) gave b-catenin transl 4.0, Yfh1-depleted yeast inactive, MT stabilizer 0.9, Dynein transport -0.95, T cell modulator inactive, P. falciparum M1AAP 4%, P. falciparum M17LAP 30%, WT yeast gro inh 2, Autophagy mod inactive, WT yeast gro inh mutant strain 17, Dynein transport cytoplasmic EGFP -0.21, Dynein transport nuclear GR-EGFP -0.81, Dynein transport cell count 0.66, b-catenin transl cell count 5 µM 990, T cell modulator vesicle-bound % 31, MT stabilizer Hoechst-high % 1.4, MT stabilizer cytotoxicity % 2.7 and Autophagy mod cell loss 18 h 4.
For O=C(NCC1CCCO1)C(c1ccccn1)N(Cc1ccccc1Cl)C(=O)CN1C(=O)c2ccccc2S1(=O)=O (stereo unspecified) the results were b-catenin transl -0.5, Yfh1-depleted yeast inactive, MT stabilizer 1.0, Dynein transport 1.4, P. falciparum M1AAP -8%, P. falciparum M17LAP 7%, WT yeast gro inh 3, Autophagy mod active, WT yeast gro inh mutant strain 5, Dynein transport cytoplasmic EGFP -0.18, Dynein transport nuclear GR-EGFP 0.94, Dynein transport cell count -1.4, b-catenin transl cell count 5 µM 1054, MT stabilizer Hoechst-high % 0.8, MT stabilizer cytotoxicity % 3.8 and Autophagy mod cell loss 18 h 25*.
COc1ccc(/C=C(\NC(=O)c2ccccc2)C(=O)NC2CCS(=O)(=O)C2)cc1 (stereo unspecified) was read as b-catenin transl -0.7, Yfh1-depleted yeast inactive, Dynein transport -0.4, T cell modulator inactive, P. falciparum M1AAP 2%, P. falciparum M17LAP 10%, Dynein transport cytoplasmic EGFP -0.19, Dynein transport nuclear GR-EGFP 0.27, Dynein transport cell count 0.69, b-catenin transl cell count 5 µM 1216 and T cell modulator vesicle-bound % 45.
O=C(N/N=C/c1cccnc1)/C(=C\c1cccs1)NC(=O)c1ccccc1 was read as b-catenin transl -0.3, Yfh1-depleted yeast inactive, MT stabilizer 1.9, Dynein transport -0.33, T cell modulator inactive, P. falciparum M1AAP 9%, P. falciparum M17LAP 51%, WT yeast gro inh -9, Autophagy mod inactive, WT yeast gro inh mutant strain -14, Dynein transport cytoplasmic EGFP -0.33, Dynein transport nuclear GR-EGFP -0.41, Dynein transport cell count 0.32, b-catenin transl cell count 5 µM 901, T cell modulator vesicle-bound % 10, MT stabilizer Hoechst-high % 2.0, MT stabilizer cytotoxicity % 8.5 and Autophagy mod cell loss 18 h 0.
Screening CCCOc1ccccc1C1CC(=O)Nc2cc3c(cc21)OCO3 (stereo unspecified) returned b-catenin transl 7.8, Yfh1-depleted yeast inactive, MT stabilizer 11, Dynein transport -0.21, T cell modulator inactive, P. falciparum M1AAP 3%, P. falciparum M17LAP -6%, WT yeast gro inh 29, Autophagy mod inactive, WT yeast gro inh mutant strain 4, Dynein transport cytoplasmic EGFP 0.4, Dynein transport nuclear GR-EGFP 0.14, Dynein transport cell count 1.2, b-catenin transl cell count 5 µM 931, T cell modulator vesicle-bound % 7, MT stabilizer Hoechst-high % 56, MT stabilizer cytotoxicity % 35 and Autophagy mod cell loss 18 h 72.
Screening O=c1[nH]c(=O)n(C2CCCO2)cc1F (stereo unspecified) returned Yfh1-depleted yeast inactive, MT stabilizer 4.1, Dynein transport -0.44, T cell modulator inactive, P. falciparum M1AAP 7%, P. falciparum M17LAP -3%, WT yeast gro inh -9, Autophagy mod inactive, WT yeast gro inh mutant strain -4, Dynein transport cytoplasmic EGFP 0.23, Dynein transport nuclear GR-EGFP 0.34, Dynein transport cell count 0.68, T cell modulator vesicle-bound % 37, MT stabilizer Hoechst-high % 2.4, MT stabilizer cytotoxicity % 5.1 and Autophagy mod cell loss 18 h 1.
`Cc1cc(C)c2c(N)c(C(=O)NN3CC(=O)N(c4cccc(Cl)c4)CC3=O)sc2n1` gave b-catenin transl 0.3, Yfh1-depleted yeast inactive, Dynein transport 0.37, T cell modulator inactive, P. falciparum M1AAP 2%, P. falciparum M17LAP -22%, Dynein transport cytoplasmic EGFP -0.21, Dynein transport nuclear GR-EGFP 0.68, Dynein transport cell count -0.48, b-catenin transl cell count 5 µM 1276 and T cell modulator vesicle-bound % 46.
For Cc1ccc(/C=C/C(=O)N2CCc3ccccc3C2)cc1 the results were MT stabilizer 1.8, Dynein transport 0.45, T cell modulator inactive, P. falciparum M1AAP 7%, P. falciparum M17LAP -4%, WT yeast gro inh 28, Autophagy mod inactive, WT yeast gro inh mutant strain 23, Dynein transport cytoplasmic EGFP 0.041, Dynein transport nuclear GR-EGFP 0.65, Dynein transport cell count 0.32, T cell modulator vesicle-bound % 20, MT stabilizer Hoechst-high % 1.7, MT stabilizer cytotoxicity % 2.0 and Autophagy mod cell loss 18 h -1.

2 records picked at random from the list so far:
Screening O=C(Nc1cnc2ccccc2c1)c1ccncc1 returned Yfh1-depleted yeast inactive, MT stabilizer 2.1, Dynein transport -0.62, T cell modulator inactive, P. falciparum M1AAP 0%, P. falciparum M17LAP 1%, WT yeast gro inh 10, Autophagy mod inactive, WT yeast gro inh mutant strain -6, Dynein transport cytoplasmic EGFP -0.29, Dynein transport nuclear GR-EGFP -0.23, Dynein transport cell count 0.53, T cell modulator vesicle-bound % 34, MT stabilizer Hoechst-high % 2.4, MT stabilizer cytotoxicity % 3.2 and Autophagy mod cell loss 18 h -1.
`COC(=O)C1(C(=O)OC)NOC2C(=O)N(c3ccc(Cl)cc3Cl)C(=O)C21` (stereo unspecified) gave b-catenin transl 4.0, Yfh1-depleted yeast inactive, MT stabilizer 0.9, Dynein transport -0.95, T cell modulator inactive, P. falciparum M1AAP 4%, P. falciparum M17LAP 30%, WT yeast gro inh 2, Autophagy mod inactive, WT yeast gro inh mutant strain 17, Dynein transport cytoplasmic EGFP -0.21, Dynein transport nuclear GR-EGFP -0.81, Dynein transport cell count 0.66, b-catenin transl cell count 5 µM 990, T cell modulator vesicle-bound % 31, MT stabilizer Hoechst-high % 1.4, MT stabilizer cytotoxicity % 2.7 and Autophagy mod cell loss 18 h 4.

Bioassay records from PubChem BioAssay.
